Assay outcomes as filed in PubChem.
uPA surface inh: blocks generation of uPA at the cell surface. AID 540303. cell surface uPA generation assay, qHTS. 0.31% of 330,000 active. Potency, µM (top dose mostly 38.3 µM), inactives show top-dose activity change, negative = inhibition, usual class: inhibitors; active means well fitted inhibition curve with a large enough effect; inconclusive means small, poorly fitted or top-dose-only effect; inactive means no such curve, though single readings can be large or run the other way; tested in mouse RAW 264.7 cells; further: potency means the concentration at half of the fitted maximal effect; on the % scale 0 is the no-effect control and ±100 the full control effect; nearly all actives have a fitted effect of over 55% in size
USP2a block: inhibitors of human ubiquitin-specific protease USP2a. AID 463254. O75604. 0.01% of 330,000 active. USP2 core, Ub-CHOP2 coupled fluorogenic reporter, 485/531. Potency, µM (titrated, usually from 38.3 µM), for inactives: at the top dose activity change, negative = inhibition, hits mostly inhibitors;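 further: potency means the concentration at half of the fitted maximal effect; plate controls were DMSO wells for no effect and full inhibition by NEM control for full effect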
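USP2 core (10nM final) preincubated 30min RT with compound in 20mM Tris-HCl pH 8.0, 2mM CaCl2, 2mM beta-mercaptoethanol, 0.05% CHAPS; 25nM Ub-CHOP2 plus 25nM reporter substrate added, fluorescence (Ex485/Em531) read after 60min.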
a7 integrin act: activators of alpha7 integrin expression for muscular dystrophy; alpha7betagal myoblasts, beta-gal FDG fluorescence, 48 h; 0.064% of 350,000 active; AID 624291; Potency, µM (series often up to 38.3 µM), without a hit: at the top dose activation, usual class: activators;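 further: potency means the concentration at half of the fitted maximal effect; 100% = response of the positive control SU9516; nearly all actives have a fitted effect of over 60% in size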
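alpha7betagal+/- myoblasts (passage 13, 250/well) treated 48 h at 37C with compounds at 1:260 dilution of DMSO stock. Lysed, then beta-galactosidase activity read as FDG fluorescence (ex 480/em 540) after 30 min, with pre-read for autofluorescence.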
B2AR arrestin: beta2AR (human) beta-arrestin recruitment activity; P07550; beta-arrestin recruitment to beta2AR, cell-based reporter; Potency, µM (doses to about 46.1 µM), for the others: at the top dose activation, hits mostly activators; 0.02% of 330,000 active;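 further: potency means the concentration at half of the fitted maximal effect; 0% = DMSO controls and full agonism = EC100 isoproterenol or metaproterenol; nearly all actives have a fitted effect of over 65% in size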
S-ASM inh: blocks human secretory acid sphingomyelinase. P17405. placental ASM, HMU-PC fluorogenic substrate, 60 min. Potency, µM (doses to about 57.5 µM), for inactives: top-dose activity change, negative = inhibition, most hits filed as inhibitors. 0.006% of 340,000 active. AID 504937; further: potency means the concentration at half of the fitted maximal effect
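Fluorescence read-out (Ex 386 nm, Em 447 nm) after stopping the reaction at pH 10. Enzyme: ASM from human placenta; substrate HMU-PC0, 9 uM final; 60 min, 37 °C. Compound preincubation 10 min, ambient temperature.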
ELG1 genotox: inducers of genotoxicity in HEK293T ELG1-luciferase cells; HEK293T ELG1-luciferase reporter, luminescence, 16 h; Potency, µM (series often up to 46 µM), for the others: at the highest dose activity change, positive = activation, usual class: activators; 1.3% of 330,000 active; AID 504466; further: potency means the concentration at half of the fitted maximal effect; % of control where 0% means no effect; nearly all actives have a fitted effect of over 60% in size
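Screening used a luciferase reporter fused to human ELG1 in HEK293T cells. Luminescence was read on a CCD plate imager after 16 hr exposure and 30 min ONE-Glo incubation.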
BRCA1 expr up: activators of BRCA1 expression | MCF7-BRCA1-FFLuc reporter, luminescence, 48 h; response scale: scaled: vehicle 0%, 10 µM genistein 100% | Potency, µM (highest dose often 46.1 µM), for inactives: at the top dose activation, most hits filed as activators | 1.1% of 380,000 active | AID 624202; further: potency means the concentration at half of the fitted maximal effect; nearly all actives have a fitted effect of over 80% in size; some results filed as inactive show a strong effect at the top dose
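Activators of BRCA1 expression were detected as increased firefly luciferase luminescence in engineered MCF7 cells after 48 h compound incubation. Signals were scaled to genistein 10 microM as full activation.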
p53 reactivation: mutant p53 re-activation in reporter cells; H1299 p53-A138V BP100-luciferase reporter, luminescence, 24 h; 0.063% of 320,000 active; Potency, µM (doses to about 92.2 µM), for inactives: at the top dose activity change, positive = activation, actives largely listed as activators; AID 504706; further: potency means the concentration at half of the fitted maximal effect; % of control where 0% means no effect; nearly all actives have a fitted effect of over 45% in size
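H1299 (p53-null), stable ts p53-A138V + BP100-Luc; 1000 cells/well, Opti-MEM/10% FBS; cpd 4 pt, 1:5; 24 h, 37 deg C, 5% CO2; detection reagent 10 min RT; luminescence.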
Eya2 inh: blocks the phosphatase activity of human Eya2; 0.006% of 330,000 active; AID 488837; recombinant Eya2, OMFP fluorescence dephosphorylation (OMFP is methylfluorescein phosphate); Potency, µM (titrated, usually from 76.9 µM), inactives show at the top dose activity, negative = inhibition, usual class: inhibitors; further: potency means the concentration at half of the fitted maximal effect; on the % scale 0 is the no-effect control and ±100 the full control effect
Target sequence (O00167 whole entry, looked up): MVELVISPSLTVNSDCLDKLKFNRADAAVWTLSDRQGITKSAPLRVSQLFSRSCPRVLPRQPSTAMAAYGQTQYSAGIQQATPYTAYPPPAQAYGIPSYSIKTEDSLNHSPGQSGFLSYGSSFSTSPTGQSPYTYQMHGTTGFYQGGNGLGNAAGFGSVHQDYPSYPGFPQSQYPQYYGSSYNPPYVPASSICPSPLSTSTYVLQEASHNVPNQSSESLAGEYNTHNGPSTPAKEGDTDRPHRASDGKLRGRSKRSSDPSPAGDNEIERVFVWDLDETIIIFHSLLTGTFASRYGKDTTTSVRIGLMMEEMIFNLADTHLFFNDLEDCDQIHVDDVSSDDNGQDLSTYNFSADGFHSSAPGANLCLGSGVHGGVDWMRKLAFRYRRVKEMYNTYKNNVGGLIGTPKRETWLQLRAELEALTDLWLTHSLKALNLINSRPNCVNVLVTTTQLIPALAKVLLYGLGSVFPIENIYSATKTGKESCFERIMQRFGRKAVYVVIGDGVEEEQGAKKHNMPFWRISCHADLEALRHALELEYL
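Eya2 (0.2 uM) preincubated 10 min at ambient with compound, then OMFP substrate added at 50 uM; 10 min reaction in 50 mM HEPES pH 7.5, 50 mM NaCl, 5 uM MgCl2, 0.05% BSA, 1 mM DTT. Fluorescence read at Ex 485/Em 525 nm.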
TRPV1 ag: human TRPV1 agonism. 0.19% of 320,000 active. TRPV1-expressing cells, Fluo-8 calcium influx, agonist mode. Q8NER1. activation, % at 8.33 µM; in the data active means activation above about 80%; inconclusive means between about 30% and that limit; further: 0% is about no effect
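Cells expressing TRPV1 were dye-loaded with Fluo-8 and read kinetically: 10 s baseline, 3 min after compound (agonist portion), then 2 min after EC20 capsaicin (allosteric enhancer portion). Calcium-bound dye fluorescence at 480/520 nm.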
PTAP TSG101 blk: blocks PTAP/TSG101 interaction to inhibit HIV-1 budding | Q99816 | Fluorescence polarization, FITC-PTAP peptide / Tsg101 binding | Potency, µM (doses to about 115 µM), for inactives: top-dose activity change, negative = inhibition, actives largely listed as inhibitors | 340,000 tested, under 10 active; active means well fitted inhibition curve with a large enough effect in the main read-out, with a control signal flat, not every such curve was filed as active; inconclusive means small, poorly fitted or top-dose-only effect, or effect the other way, or a change in a side signal; inactive means no such curve, though single readings can be large or run the other way; further: potency means the concentration at half of the fitted maximal effect; % of control where 0% means no effect
Target sequence (Q99816 whole entry, looked up): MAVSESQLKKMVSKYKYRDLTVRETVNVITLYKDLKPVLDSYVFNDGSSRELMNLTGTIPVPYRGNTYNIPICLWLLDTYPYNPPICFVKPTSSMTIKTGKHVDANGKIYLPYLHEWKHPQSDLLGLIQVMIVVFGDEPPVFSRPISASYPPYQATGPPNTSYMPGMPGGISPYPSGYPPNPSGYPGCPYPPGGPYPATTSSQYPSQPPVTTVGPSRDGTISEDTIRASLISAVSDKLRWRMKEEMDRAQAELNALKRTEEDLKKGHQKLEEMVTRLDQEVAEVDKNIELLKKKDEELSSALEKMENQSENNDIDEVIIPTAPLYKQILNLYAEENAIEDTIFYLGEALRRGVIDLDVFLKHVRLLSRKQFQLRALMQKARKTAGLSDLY
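Fluorescence anisotropy tracks displacement of a FITC-tagged PTAP peptide (50 nM) from the Tsg101 binding domain (10 uM), following a 20 min room-temperature incubation at pH 7.5.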
* hit, by the source's call; ? = inconclusive; . = no result given; [ ] = another dose, or the depositor's remark. Unless noted, the call rests on the fitted dose curve; in most records, active means well fitted curve in the direction sought with a large enough effect; inconclusive means small, poorly fitted or top-dose-only effect, or another doubt; inactive means no such curve, though single readings can be large; an effect the other way counts as inactive or inconclusive. Random draw from the library. About 2.6% of those tested had a hit in this group.

SMILES | uPA surface inh | USP2a block | a7 integrin act | B2AR arrestin | S-ASM inh | ELG1 genotox | BRCA1 expr up | p53 reactivation | Eya2 inh | TRPV1 ag | PTAP TSG101 blk
COc1ccc([C@H]2CC(=O)C=C(c3cc(Cl)ccc3OC)C2)cc1 | ? | -2.7% | -20.1% | -0.9% | -2.3% | -1.9% | -52.7% | -13.3% | 5.2% | 5.7 | -2.4%
CCCNC(=O)[C@@H]1CCCN1C(=O)[C@@H]1Cc2ccccc2CN1 | 8.0% | 7.0% | -17.7% | -0.1% | 3.7% | 5.9% | 4.8% | 3.4% | -8.3% | 0.8 | 2.1%
COc1ccc(C2C(C#N)=C(SC)NC3=C2C(=O)CC(C)(C)C3)cc1 (stereo not given) | -6.1% | 1.4% | 17.2% | -0.1% | 46.1%[activator] | -1.2% | -19.4% | -2.6% | -2.3% | 12.9 | 1.4%
Cc1onc(-c2ccccc2)c1C(=O)c1c[nH]c(C(=O)NCCCN2CCOCC2)c1 | 1.0% | 1.6% | 5.8% | -0.3% | 6.4% | 0.5% | -2.0% | 4.2% | -8.1% | -1.6 | -11.6%
Cn1c(N)c(C(=O)COC(=O)CNS(=O)(=O)c2cccc(Cl)c2)c(=O)n(C)c1=O | 0.1% | 1.9% | 16.4% | -0.7% | 3.6% | 0.5% | -9.0% | 8.0% | -10.9% | 1.4 | -3.4%
CCCCC(=O)NC(=S)Nc1cccc(C(=O)O)c1 | 3.6% | 3.4% | 12.7% | 0.2% | -0.3% | 9.1% | 51.9% | 10.9% | 1.7% | -2.6 | -0.5%
c1nnc(-c2ccc3c(c2)OCO3)o1 | 1.3% | 2.1% | 6.2% | 0.0% | 15.7% | 1.3% | -5.2% | 14.4% | -5.1% | 1.8 | -0.9%
CC12CCC(=O)C=C1C(O)CC1C2CCC2(C)C1CCC2(O)C(=O)CO (stereo not given) | 1.9% | . | ? | . | -5.0% | . | 0.0% | . | . | . | -12.6%
O=C(CN(Cc1ccc(F)cc1)C(=O)c1csnn1)NC1CCCC1 | 0.4% | 1.6% | 1.4% | -1.1% | 0.2% | -0.5% | -0.4% | 5.7% | 2.2% | -2.4 | -8.6%
O=C(O)COc1ccc(/C=N/O)cc1Br | 1.6% | -8.8% | -14.3% | 0.4% | -0.7% | 3.5% | 0.0% | -1.9% | -8.6% | -4.9 | -9.2%
CN(c1ccc(C(=O)Nc2cccnc2)cc1)S(=O)(=O)c1ccccc1 | 4.4% | -1.2% | -3.1% | 0.0% | 4.1% | -11.8% | 0.0% | 3.2% | -3.9% | ? | 0.7%
CCNC(=S)N1CCN(CCN=CC2=C(O)CC(c3cccs3)CC2=O)CC1 (stereo not given) | -6.9% | 1.5% | 20.8% | 0.0% | 0.9% | -0.3% | -1.0% | 0.7% | -8.6% | -2.1 | -5.2%
COc1ccc(N2CCN(C(=O)CCNC(=O)c3ccc(Br)cc3)CC2)cc1 | -4.9% | -0.3% | 15.4% | 0.1% | -4.4% | -2.7% | 21.0% | -0.1% | 4.0% | 18.8 | 4.1%
O=C(COC(=O)Cc1ccc(Br)cc1)NC1CCCCC1 | 0.8% | 1.2% | -9.1% | 0.2% | 1.7% | 0.1% | -18.6% | 12.0% | 9.4% | 14.6 | -2.4%
CCOc1ccc(-c2n[nH]c(C)c2-c2ccccc2OC)c(O)c1 | -5.8% | 1.8% | -42.4% | -0.9% | -9.2% | -20.3% | -71.4% | -15.7% | -4.9% | -1.9 | -0.9%
Cc1cc(C)c(NC(=O)CSc2nncn2-c2cccnc2)c(C)c1 | 0.0% | 9.5% | 5.6% | -0.2% | 2.6% | 1.2% | 2.7% | -0.4% | 11.4% | 2.6 | 0.4%
C=CCOc1cccc(C(=O)N2CCCC(CCC(=O)NCc3ccccc3F)C2)c1 (stereo not given) | 4.6% | 4.0% | 25.3% | 0.0% | -0.6% | 0.1% | 0.0% | 1.1% | 2.4% | 17.9 | -5.1%
C=CCN(CC=C)C(=O)c1cc2ccccc2c(=O)o1 | 19.0% | 3.0% | 17.9% | 0.2% | 1.0% | 1.7% | 8.4% | -4.2% | -7.0% | -0.9 | -2.2%
CC(C)(C)c1ccc(-c2nnc(SCCN3C(=O)c4ccccc4C3=O)o2)cc1 | 1.8% | -2.3% | -5.6% | -0.5% | -17.8% | -3.0% | 23.1% | 5.0% | -20.3% | -5.2 | -3.8%
Cc1cc(C)n(C(=O)/C(C#N)=N/Nc2cc(Cl)cc(Cl)c2)n1 | -11.8% | 3.0% | -0.6% | -0.1% | -10.0% | -10.7% | -65.6% | -1.0% | 3.8% | -2.2 | -0.9%
O=C(O)C1CCCCC1C(=O)NCCC(c1ccccc1)c1ccccc1 (stereo not given) | 2.3% | 1.3% | 1.8% | 0.5% | 1.3% | 0.5% | -1.8%[1.84 µM] | -1.1% | 11.3% | 7.4 | -7.4%
Cc1ccccc1NC(=O)c1ccccc1NC(=O)c1ccccc1F | -0.5% | 0.3% | -20.0% | 0.4% | -2.8% | -2.4% | 21.4% | 5.0% | 11.5% | 5.0 | -2.0%
Fc1ccc(C2c3[nH]c4ccccc4c3CCN2Cc2cccn2-c2ncccn2)cc1 (stereo not given) | 0.7% | 0.9% | 10.0% | 0.2% | 18.5% | -3.6% | -54.6% | -1.2% | -2.1% | 4.6 | 0.3%
COc1cccc(/C(O)=C2/C(=O)C(=O)N(CCCN(C)C)C2c2cccc(Cl)c2)c1 (stereo not given) | . | 2.1% | . | -0.1% | . | 0.8% | . | -2.9% | -0.2% | -3.9 | .
COc1ccc(OC)c2c(C)cc(N3CCCN(C)CC3)nc12 | . | -2.6% | -57.1%[inhibitor] | -0.1% | 217.7%[activator] | -2.9% | -10.5% | -3.8% | 3.7% | -1.6 | -0.6%
CCOc1ccc(NS(=O)(=O)c2cc(NC(=O)CCNC(=O)c3ccco3)ccc2OC)cc1 | 6.3% | . | 25.8% | . | -1.0% | . | -17.3% | . | . | . | -3.0%
CCN1CCN(CCCNC(=O)c2ccc3c(c2)N(Cc2ccc(C)cc2)CCS3)CC1 | ? | -4.0% | ? | 0.0% | 222.1%[activator] | -0.4% | -16.2% | 25.7% | -6.6% | 2.4 | -0.8%
Cc1cc(Br)cc(Cl)c1OC(=O)c1cnccn1 | 0.1% | -0.7% | 1.6% | -0.1% | 2.0%[11.5 µM] | 2.7% | -23.5% | 0.3% | -17.0% | 0.3 | -3.7%
Cc1ccc(S(=O)(=O)N(C)c2c(C)ccc(S(=O)(=O)Nc3ccncc3)c2C)cc1 | -7.5% | 0.8% | 25.7% | -0.7% | 2.6% | 2.0% | -20.6% | -2.0% | -1.1% | -0.6 | -2.1%
Cc1ccc(OCCCn2cc(C#N)c3ccccc32)cc1 | . | -0.5% | 4.0% | 0.2% | -15.2% | -4.9% | 9.4% | -0.4% | -6.1% | -1.3 | -1.5%
CCCCCCn1c(CN2CCN(Cc3ccccc3)CC2)nc2c1c(=O)n(C)c(=O)n2C | -3.3% | -4.9% | -8.7%[7.66 µM] | 0.4% | 0.9% | -28.4% | -36.1% | -0.4% | -11.8% | -0.9 | -4.3%
Cn1c(/C(C#N)=C/c2ccc(-c3ccc(S(N)(=O)=O)cc3)o2)nc2ccccc21 | 15.8% | ? | -203.7%[inhibitor] | -0.2% | -11.5% | 14.1% | -17.3% | -1.0% | 30.8% | 4.2 | ?
COc1ccccc1OCC(=O)c1[nH]c(C)c(C(C)=O)c1C | -3.8% | -2.1% | -47.8%[inhibitor] | -1.0% | -2.2% | -14.2% | -18.6% | -1.2% | 8.1% | -0.1 | -3.0%
N/C(=N\OC(=O)CCc1ccccc1)c1ccc(Cl)cc1 | 12.7% | -1.0% | 14.8% | 0.4% | 3.9% | 2.0% | 84.8% | ? | -17.7% | 7.0 | -1.9%
CCCOc1ccc(NC(=O)CC2C(=O)N(C)C(=S)N2Cc2ccc3c(c2)OCO3)cc1 (stereo not given) | -2.5% | 3.6% | 11.3% | -1.5% | -2.4% | -8.4% | -51.5% | -4.3% | -4.2% | 1.4 | -1.6%
O=C(Nc1cccnc1)/C(N=Nc1c(Cl)cccc1Cl)=C(\O)c1ccccc1 | 3.2% | 8.6% | -8.7% | -1.2% | 3.1% | 5.1% | -24.8% | 2.2% | 5.7% | 9.7 | 1.4%
